# UTI89 phage lysis – inhibition of K1F phage lysis, E. coli UTI89, bacterial capsule biogenesis inhibitors, alamar blue (AID 488966); E. coli UTI89 K1F phage lysis, alamar blue, 2 h; higher % means a stronger effect; inhibition, % at 100 µM, or IC50 in µM where a hit was titrated; 340,000 tested, 0.02% active;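 active means phage lysis inhibition, versus mean bacterial control, above a set limit; inconclusive means no clear call, values can overlap the other calls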;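 further: capsule biogenesis inhibitors block K1F phage lysis so surviving cells raise fluorescence; higher fluorescence means more inhibition of phage lysis; actives were called in the ten point dose series up to 300 µM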
# WT yeast gro inh – growth inhibition of WT strain, primary screen, mitochondrial fusion inhibitor project, WT and mutant strains, chemical genetic | inhibition, % at 10 µM | 190,000 tested, 2.1% active | mitochondrial fusion phenotypic screen | AID 1362, 2008; in the data active means inhibition above about 58%; tested in S. cerevisiae
# XIAP antagonists – XIAP antagonists, biochemical, IAP family, fluorescence polarization (AID 1018); E3 ubiquitin-protein ligase XIAP (Homo sapiens); XIAP BIR domain, fluorescence polarization peptide displacement; higher % means a stronger effect; one-dose displacement, % at 20 µM; IC50 in µM for titrated hits; 200,000 tested, 0.007% active; in the data active means displacement above about 50%; further: a part of the inactive calls stands beside numbers as strong as those of hits
# CSM14.1 death rescue – rescue of cells from ER stress-induced death, primary screen, 384-well, CSM14.1, thapsigargin, ATP luminescence (AID 1222); CSM14.1 thapsigargin-induced death rescue, ATP luminescence; higher % means a stronger effect; cellular ATP content (survival), % at 20 µM; hits with a dose series show EC50 in µM; 190,000 tested, under 10 active;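 active means EC50 below 50 µM in the dose-response confirmation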;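 further: death triggered by thapsigargin at about 15 µM added after 2 h compound pretreatment; cell ATP read after overnight thapsigargin exposure of roughly 18 to 22 hours; normalized against plate controls of thapsigargin alone and 5% DMSO vehicle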
# Large T inhibition – SV40 large T antigen inhibitors, biochemical (AID 1903); inhibition, % at 20 µM, or IC50 in µM where a hit was titrated; 310,000 tested, 0.39% active; SV40 large T antigen ATPase/helicase inhibition assay; higher % means a stronger effect; in the data active means a potency from the dose series; inconclusive means inhibition mostly from about 32% at the one dose, without a potency; inactive means the rest, 99 in 100 with inhibition below about 32%; further: strong numbers were not always called active
# West Nile virus CPE – West Nile virus antiviral activity, cell-based, CPE readout (AID 1621); West Nile virus-infected cells, CPE inhibition; higher % means a stronger effect; 290,000 tested, 0.02% active; CPE inhibition, % at 10 µM; hits with a dose series show IC50 in µM; in the data active means a potency from the dose series; inconclusive means CPE inhibition mostly from about 3.7% at the one dose, without a potency; inactive means the rest, 99 in 100 with CPE inhibition below about 2.2%; further: strong numbers were not always called active
# NS5 inhibitors – Dengue-2 NS5 methyltransferase inhibitors, primary screen, biochemical, confirmation dose response (AID 588689); Genome polyprotein (Dengue virus type 2 (strain 16681-PDK53)); Dengue-2 NS5 methyltransferase capping enzyme assay, biochemical; higher % means a stronger effect; inhibition, % at 25 µM, or IC50 in µM where a hit was titrated; 340,000 tested, 0.3% active; in the data active means a potency from the dose series; inconclusive means inhibition above about 29% without an active follow-up result
# Yfh1-off respiration – enhancers of respiration in Yfh1-depleted yeast, dose response, Friedreich's ataxia, plus single-dose screen (AID 1465) | S. cerevisiae Yfh1-off respiration, WST-1 reduction, 72 h; higher fold induction means a stronger effect | one-dose fold induction at 50 µM; EC50 in µM for titrated hits | 220,000 tested, 0.074% active;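 active means fold induction of absorbance versus untreated yeast above a set limit, then at least 30% activation at any dose in follow-up; inconclusive means repeats straddling the limit, or above it without dose testing; inactive means fold induction below the set limit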;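 further: activators that raise dye reduction in frataxin-depleted yeast; strong numbers were not always called active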
# RSV CPE inhibition – RSV antiviral activity via CPE protection, HEp-2 cells, primary 10 µM value included (AID 2391); 310,000 tested, 0.13% active; HEp-2 cells, RSV-induced CPE inhibition; higher % means a stronger effect; CPE inhibition, % at 10 µM, or IC50 in µM where a hit was titrated; in the data active means a potency from the dose series; inconclusive means CPE inhibition mostly from about 23% at the one dose, without a potency; inactive means the rest, 99 in 100 with CPE inhibition below about 21%; further: strong numbers were not always called active
# WT yeast gro inh mutant strain – recorded beside WT yeast gro inh, whose call it bears; inhibition, %; mitochondrial fusion phenotypic screen, mutant strain inhibition
# NS5 inhibitors pilot replicate – second read-out of NS5 inhibitors, no call of its own (marks repeat the call); inhibition, %; measured here: pilot screen replicate inhibition
# * hit, by the source's call; i = inactive; ? = inconclusive; · = not tested or not shown; [ ] = another dose, or the depositor's remark.
SMILES,UTI89 phage lysis,WT yeast gro inh,WT yeast gro inh mutant strain,XIAP antagonists,CSM14.1 death rescue,Large T inhibition,West Nile virus CPE,NS5 inhibitors,Yfh1-off respiration,RSV CPE inhibition,others
CN(C)S(=O)(=O)c1ccc(C(=O)NCCS(=O)(=O)N2CCN(c3ccc(F)cc3)CC2)cc1,0.8%,·,·,·,·,8.6%,0.7%,-4.5%,·,-0.2%,
C=C(C)COc1ccc(-c2ncncc2-c2ccccc2)c(O)c1,0.0%,·,·,·,·,23.1%,-0.5%,-3.9%,·,2.0%,
CCOC(=O)c1cc(-c2ccccc2)sc1NC(=O)C(C)N1C(=O)NC(C)(c2ccc(Cl)cc2)C1=O (stereo not drawn),1.0%,11.6,12.3,0.2%,-4.2%,9.6%,-0.1%,6.4%,i,6.7%,
O=C(NCCc1ccccc1)c1noc2c1CCCCC2,1.0%,0.0,-9.6,-2.3%,-2.0%,-0.6%,·,0.7%,·,5.1%,
COC(=O)Cc1ccc(NC(=S)NCCO)cc1,-0.1%,·,·,·,·,1.0%,-0.1%,-0.8%,i,0.3%,
C=CCN(c1ccccc1)S(=O)(=O)c1cccc(C(=O)NCC(c2ccc(F)cc2)N2CCOCC2)c1 (stereo not drawn),-1.0%[50 µM],·,·,·,·,26.8%,·,-1.4%,·,5.5%,
Cn1c(N)c(C(=O)CCl)c(=O)n(Cc2ccccc2)c1=O,-1.0%,-8.6,0.8,-18.0%,-5.0%,13.9%,1.3%,-4.7%,i,5.2%,
CC[n+]1c(S(=O)(=O)[O-])ccc2ccc(C)cc21,1.3%,5.9,0.2,-6.5%,2.1%,0.7%,0.0%,0.0%,i,3.2%,
CC(=O)c1sccc1NC(=O)c1ccccc1C(=O)O,-1.0%,·,·,·,·,3.8%,0.0%,-4.6%,i,1.2%,
Cc1ccccc1OCC(O)Cn1c(Br)nc2c1c(=O)n(C)c(=O)n2C (stereo not drawn),0.1%,-20.7,-26.7,-3.4%,1.9%,8.4%,-1.1%,-5.5%,i,3.9%,
COC(=O)c1cc(C(=O)N2CCN(C(=O)c3ccco3)CC2)cc([N+](=O)[O-])c1,1.7%[50 µM],·,·,·,·,18.2%,-0.5%,0.0%,·,1.5%,
O=C1N(Cc2cccnc2)C[C@@H]2C[C@@H](c3ccc(C(F)(F)F)cc3)N3CCC[C@@]123,-0.1%,9.7,13.5,-5.4%,2.1%,9.6%,-1.0%,1.8%,i,0.2%,
COc1ccc(CNC(=O)C2Cc3ccccc3CN2C(=O)c2ccco2)cc1 (stereo not drawn),0.4%,-9.4,-8.8,-1.2%,-1.6%,19.1%,-0.6%,-9.3%,i,1.1%,
COCCN1C(=O)c2ccccc2C(C(=O)NCc2ccco2)C1c1c[nH]c2ccccc12 (stereo not drawn),-0.9%[50 µM],-12.1,11.2,-3.8%,0.9%,10.0%,0.2%,·,i,0.9%,
Cc1c([N+](=O)[O-])c([N+](=O)[O-])nn1CC(=O)N1CCOCC1,1.9%,-9.4,-6.1,-5.2%,-0.5%,1.1%,-0.6%,-2.3%,i,1.6%,
COn1c(-c2ccccc2)nc2c1CCc1nonc1-2,0.2%[50 µM],3.5,-1.3,-0.4%,2.3%,10.4%,0.2%,2.8%,i,0.3%,
Cc1oc2c(C)c(O)ccc2c(=O)c1-c1cnn(-c2ccccc2)c1,0.3%,5.1,-4.4,-1.2%,4.6%,12.9%,0.1%,-8.8%,i,3.9%,NS5 inhibitors pilot replicate=-2.7
Cc1ccccc1N1CCN(C2CCCN(C(=O)c3cnsn3)C2)CC1 (stereo not drawn),4.5%,·,·,·,·,6.1%,-0.1%,7.2%,·,-2.5%,
Cc1sc2ncnc(SCC(=O)c3cccs3)c2c1C,0.5%,9.9,-9.7,-7.4%,-1.2%,8.1%,-0.8%,-2.0%,i,20.9%,NS5 inhibitors pilot replicate=-6.8
O=C(/C=C/c1ccc(S(=O)(=O)N2CCOCC2)cc1)N1CCN(c2ccccc2)CC1,0.2%,-10.1,-12.2,-5.0%,-0.4%,-0.4%,-0.8%,-6.3%,i,4.3%,
COc1ccc(CNC2CCCc3ccccc32)cc1OC (stereo not drawn),-0.5%[50 µM],-21.4,16.3,-11.4%,2.4%,3.0%,-1.6%,0.0%,i,0.6%,
O=C(NCc1nnnn1-c1ccc(F)cc1)C1CC(=O)N(c2ccc(F)cc2)C1 (stereo not drawn),1.0%[50 µM],·,·,·,·,8.4%,·,2.2%,·,-1.9%,
CCC(CC)c1nnc(NC(=O)c2cc(C(=O)OC)cc([N+](=O)[O-])c2)s1,-0.5%,17.9,-7.2,0.4%,0.3%,4.9%,0.7%,1.1%,i,10.5%,
Cc1ccc(NS(=O)(=O)c2ccc3c(c2)CCC(=O)N3)cc1C,0.1%,-4.0,10.2,-4.6%,-6.1%,16.1%,-0.7%,3.6%,i,-0.8%,
CC(C)N1CCN(CC#Cc2ccccc2)CC1CCO (stereo not drawn),0.0%,0.9,1.7,-4.1%,-0.1%,4.5%,0.3%,-0.9%,i,0.5%,
# (continued)
SMILES,UTI89 phage lysis,WT yeast gro inh,WT yeast gro inh mutant strain,XIAP antagonists,CSM14.1 death rescue,Large T inhibition,West Nile virus CPE,NS5 inhibitors,Yfh1-off respiration,RSV CPE inhibition,others
Cc1ccc(NC(=O)CCc2c(C)nn(-c3ccc(N4CCCCC4)nn3)c2C)cc1F,-0.3%,·,·,·,·,4.1%,0.8%,-1.8%,·,?,
CCn1cc(C(=O)NC2CCc3ccccc32)c(=O)c2ccc(C)nc21 (stereo not drawn),·,0.9,-2.8,-5.1%,-3.4%,0.7%,-0.7%,·,i,·,
COc1ccc(/C=C(/NC(=O)c2ccccc2)C(=O)Nc2cccc(C(=O)O)c2)cc1,1.6%[50 µM],·,·,·,·,23.9%,-0.8%,-7.2%,·,0.1%,
CCc1nc(SCc2cccnc2)c(C#N)cc1C,10.0%,17.3,31.5,-4.8%,·,4.3%,-0.1%,-6.5%,i,0.5%,
CCCC(=O)Nc1ccc2c(c1)Cc1ccccc1-2,0.1%,·,·,·,·,15.7%,0.3%,-0.7%,·,40.7%,NS5 inhibitors pilot replicate=-6.1
COc1ccc(C2OC[C@H]3O[C@H](O)[C@H](NC(C)=O)[C@@H](O)[C@@H]3O2)cc1 (stereo partly drawn),-0.2%,-11.6,-10.6,-1.5%,-1.4%,18.4%,-0.4%,0.7%,i,·,
CC1(NC(=O)C2CCN(C(=O)Nc3ccccc3)CC2)CCS(=O)(=O)C1 (stereo not drawn),0.0%,·,·,·,·,24.2%,0.0%,-3.4%,·,3.3%,
COc1ccccc1CN(C)C(=O)c1cnc(C)cn1,0.0%,·,·,·,·,10.5%,0.2%,2.7%,·,-0.7%,
COc1ccc(CCC(=O)NCCNC(=O)CCc2ccc(OC)cc2)cc1,0.3%,·,·,·,·,29.8%,-0.7%,7.2%,·,1.9%,NS5 inhibitors pilot replicate=-1.5
O=[N+]([O-])c1ccc(C(O)C23CN4CN(CN(C4)C2)C3)cc1 (stereo not drawn),0.2%,-4.6,-20.9,-4.3%,·,0.1%,-0.1%,4.0%,i,0.5%,
CSc1nnc(C)c(/C=C/Nc2ccc(F)cc2)n1,0.1%,21.2,14.7,-8.5%,4.4%,-0.4%,0.0%,-45.2%,i,?,
COc1cc(S(=O)(=O)Nc2ccccc2C)ccc1NC(=O)c1ccncc1,-1.2%,-1.7,-9.9,1.2%,-0.7%,3.0%,-0.5%,-2.9%,i,1.9%,
Cc1c(C(c2cc3c(cc2Br)OCO3)c2c(C)n(C)n(-c3ccccc3)c2=O)c(=O)n(-c2ccccc2)n1C,3.2%,-12.2,-8.8,-5.4%,-1.4%,-0.3%,·,-2.4%,·,2.3%,
Oc1ccc(/C=N/N(Cc2ccccc2)c2ccccc2)c(O)c1O,2.9%,8.5,-8.3,-4.5%,0.2%,-16.2%,-0.2%,1.5%,i,·,
CCC1=C(OC(=O)N(CC)CC)N2C(=O)OC(=NCC(=O)OC)[C@]2(Cc2ccccc2)[C@H]2C1=CC[C@H]1C(=O)N(C)C(=O)[C@H]12,0.2%,·,·,·,·,8.9%,-0.2%,-5.5%,i,-1.3%,
CCc1cc(=O)oc2cc(OC(C)C(=O)NCc3ccccn3)ccc12 (stereo not drawn),0.0%,·,·,·,·,11.2%,-0.4%,-0.5%,·,2.2%,
CCC(c1nnnn1C1CCCC1)N1CCN(c2ccccc2F)CC1 (stereo not drawn),1.2%,13.3,1.1,-2.2%,6.3%,1.1%,-0.6%,5.4%,i,2.4%,
COc1ccc(Cl)cc1NS(=O)(=O)c1cc(Br)cnc1N,-4.2%,·,·,·,·,6.9%,1.2%,-9.1%,·,3.3%,
O=C(Nc1cc(Cl)cc(Cl)c1)c1cccc(OC(F)F)c1,14.2%,27.4,25.5,-11.3%,-0.8%,4.1%,1.8%,1.6%,i,-1.6%,
CCOC(=O)c1ccc(NC(=O)Cn2nnc(-c3ccccc3)n2)cc1,5.3%,-0.6,-0.8,-19.9%,-1.8%,11.2%,-0.2%,-0.8%,i,2.5%,
Cc1ccc(C#N)c(SCc2cc3c(cc2Cl)OCO3)n1,-0.8%,-0.4,-22.4,-7.6%,0.9%,·,0.6%,-6.4%,i,0.4%,
O=C(CCC1CCCCC1)NNC(=O)c1cnccn1,3.1%[50 µM],2.6,-12.8,-9.6%,-3.0%,2.2%,0.4%,0.7%,i,1.9%,
COc1ccc(C(=O)OCC(=O)NC(=O)CCSc2ccccc2)cc1,0.0%,-1.4,3.9,-4.0%,-1.5%,6.3%,0.4%,-1.8%,i,-0.1%,
Cc1ccc(-c2nc(CS(=O)CC(=O)NCc3ccc(F)cc3)c(C)o2)cc1 (stereo not drawn),-0.3%,·,·,·,·,13.3%,-0.6%,-7.3%,·,1.1%,
O=C(O)Cc1sc(N/N=C\c2ccncc2)nc1-c1ccccc1,-1.0%[50 µM],·,·,·,·,28.4%,-0.3%,-63.4%,·,-0.8%,
CSc1cccc(NC(=O)C(C)NS(=O)(=O)c2ccc(F)cc2)c1 (stereo not drawn),8.0%,1.4,-25.2,-2.0%,-2.1%,-7.0%,-0.7%,-1.6%,i,0.2%,

# Screens: PubChem, several laboratories
